M17LAP inhibition = P. falciparum M17LAP inhibitors, primary screen, biochemical, fluorogenic H-Leu-NHMec substrate, 1536-well (AID 1619) | Leucine aminopeptidase (Plasmodium falciparum (isolate 3D7)) | recombinant M17LAP, H-Leu-NHMec fluorogenic kinetic assay; higher % means a stronger effect | inhibition, % at 30 µM, or IC50 in µM where a hit was titrated | 220,000 tested, 0.38% active;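 active means compound inhibiting the enzyme by more than half at any dose during confirmatory dose-response retesting; inconclusive means strong single-dose inhibitors picked by rank but not retested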;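 further: plate controls were full reaction with DMSO carrier for no effect and no enzyme background for full effect; strong numbers were not always called active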
Dynein transport = inhibitors of GR-EGFP nuclear translocation, primary screen, dynein cargo transport inhibitor project, imaging, high-content, 3617.4 mouse cells; test concentration mostly 20 µM; stimulated with dexamethasone, 1 µM; active compounds read low; z-score, hits read low; 220,000 tested, 0.47% active;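 active means plate z-score of nuclear minus cytoplasmic receptor signal below a set negative limit, without overly bright fluorescence or cell loss, cut at about -3.5 in these data, passing the limit was not always enough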;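 further: z-score of nuclear minus cytoplasmic ring GR-EGFP intensity difference per well; some compounds called inactive have numbers as strong as hits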
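Buffer or medium: tet-free, stripped-serum medium; reagent: dexamethasone at 1.0 µM final, 30 min; incubation: 48 h induction, 1 h compound, 30 min dex at 37 °C; measured by: formaldehyde fixation, Hoechst nuclear stain, 10x automated fluorescence imaging; read-out: nuclear-to-cytoplasmic GR-EGFP distribution per well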
SIAH1 antagonists = Siah-1 peptide-binding antagonists, primary screen, biochemical, fluorescence polarization, rhodamine-plectin, uHTS (AID 1817) | Siah-1 / rhodamine-plectin peptide fluorescence polarization; higher % means a stronger effect | 290,000 tested, 0.02% active | one-dose displacement, % at 20 µM; IC50 in µM for titrated hits;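 active means displacement of at least 50% at 20 µM, with a fluorescence ratio check between 0.3 and a set limit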;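 further: plate controls were Siah plus tracer with DMSO for no effect and tracer alone without Siah for full effect; strong numbers were not always called active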
human PMI inhibitors = human PMI inhibitors, high substrate, primary screen, biochemical, fluorescence intensity, high mannose 6-phosphate (AID 1220); 190,000 tested, 0.66% active; recombinant PMI enzyme, coupled fluorescence intensity; higher % means a stronger effect; one-dose inhibition, % at 20 µM; IC50 in µM for titrated hits; Mannose-6-phosphate isomerase (Homo sapiens)
PMI inhibitors = inhibitors of human PMI, primary screen, biochemical, fluorescence intensity, coupled assay (AID 1209). Mannose-6-phosphate isomerase (Homo sapiens). purified PMI enzyme, coupled fluorescence intensity; higher % means a stronger effect. one-dose inhibition, % at 20 µM; IC50 in µM for titrated hits. 190,000 tested, 0.42% active;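 further: plate controls were DMSO vehicle for no effect and wells lacking substrate for full effect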
M1AAP inhibition = P. falciparum M1AAP inhibitors, biochemical, fluorogenic H-Leu-NHMec substrate, 1536-well (AID 1445); Aminopeptidase N (Plasmodium falciparum (isolate 3D7)); recombinant M1AAP, H-Leu-NHMec fluorogenic kinetic assay; higher % means a stronger effect; inhibition, % at 30 µM; hits with a dose series show IC50 in µM; 220,000 tested, 0.42% active;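 active means primary inhibition above the hit cutoff, then over 50% inhibition at one or more dose response concentrations, cut at about 23% in these data, passing the limit was not always enough; inconclusive means conflicting primary data, or primary hits not chosen for dose response; inactive means low primary inhibition, or under 50% at every dose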;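 further: plate controls were DMSO full reaction for no effect and no enzyme background for full effect; strong numbers were not always called active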
XIAP antagonists = XIAP antagonists, biochemical, IAP family, fluorescence polarization (AID 1018) | E3 ubiquitin-protein ligase XIAP (Homo sapiens) | XIAP BIR domain, fluorescence polarization peptide displacement; higher % means a stronger effect | displacement, % at 20 µM, or IC50 in µM where a hit was titrated | 200,000 tested, 0.007% active; in the data active means displacement above about 50%; further: a part of the inactive calls stands beside numbers as strong as those of hits
LYP inhibition = inhibitors of LYP phosphatase, biochemical, fluorescence intensity, uHTS (AID 1779). Tyrosine-protein phosphatase non-receptor type 22 (Homo sapiens). recombinant LYP phosphatase, fluorescence intensity; higher % means a stronger effect. one-dose inhibition, % at 11.5 µM; IC50 in µM for titrated hits. 290,000 tested, 0.054% active;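 further: plate controls were vehicle with enzyme for no effect and no enzyme for full effect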
AID2073 = inhibitors of Mint1-CaV2.2 protein interaction, biochemical, HTRF (AID 2073); inhibition, % at 20 µM; hits with a dose series show IC50 in µM; Voltage-dependent N-type calcium channel subunit alpha-1B (Homo sapiens); HTRF protein-protein interaction, Mint1-CaV2.2; higher % means a stronger effect; 290,000 tested, 0.19% active; in the data active means inhibition mostly above about 51%, no sharp cut-off; inconclusive means no clear call, values can overlap the other calls; inactive means mostly below about 53%; further: some results filed as inactive read as strong as hits
Dynein transport cytoplasmic EGFP = recorded beside Dynein transport, whose call it bears; z-score; measured here: cytoplasmic GR-EGFP intensity; active compounds read high
Dynein transport nuclear GR-EGFP = second read-out of Dynein transport, no call of its own (marks repeat the call); z-score; measured here: nuclear GR-EGFP intensity;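 lower value marks the stronger effect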
Dynein transport cell count = second read-out of Dynein transport, no call of its own (marks repeat the call); z-score; measured here: cell count per field
An asterisk follows results filed as active; ? = inconclusive; nt = no result given. Unless noted, no stated cut-off is given here; in the data, active means inhibition above about 50%; inactive means the rest.

M17LAP inhibition	Dynein transport	Dynein transport cytoplasmic EGFP	Dynein transport nuclear GR-EGFP	Dynein transport cell count	SIAH1 antagonists	human PMI inhibitors	PMI inhibitors	M1AAP inhibition	XIAP antagonists	LYP inhibition	AID2073	SMILES
0%	-0.59	-0.34	-0.16	0.98	0%	-11%	-9%	-3%	-2.4%	-5%	-8%	O=C(NCCCO)NC12CC3CC(CC(C3)C1)C2
-1%	-1.1	-0.24	-1.1	1.6	4%	-101%	-38%	10%	-3.7%	-2%	11%	CCn1ccc2cc(OC)ccc2c1=S
4%	-0.76	-0.34	-0.77	0.25	-5%	14%	10%	2%	-5.3%	-6%	-8%	COc1cc2c(=O)n(CCCC(=O)NCC3CCCO3)c(=O)n(CC(=O)c3ccc(F)cc3)c2cc1OC (stereo unspecified)
6%	-0.086	-0.3	-0.11	0.43	-9%	nt	nt	8%	nt	-9%	9%	Cn1nc2sc3ccccc3n2c(=O)c1=O
-4%	-0.38	-0.28	-0.33	0.36	-6%	-3%	6%	-4%	-7.8%	0%	-10%	CCCn1nnc(NC(=O)c2ccc(Br)cc2)n1
1%	-0.53	0.06	-0.54	0.61	-4%	35%	19%	7%	-11%	-8%	2%	COc1ccc2nc3ccccc3nc2c1NC(=O)c1ccc(Br)cc1
-10%	-0.68	-0.22	-0.5	1.4	1%	0%	0%	-12%	0.1%	-3%	8%	COc1ccc(N2CC(C(=O)OCC(=O)c3ccccc3)CC2=O)cc1 (stereo unspecified)
1%	-0.1	-0.42	0.28	0.22	3%	2%	-3%	0%	-5.3%	-8%	-2%	O=C(NCc1cccnc1)NC(C(F)(F)F)C(F)(F)F
8%	1.3	-0.45	0.4	-0.85	3%	3%	3%	-7%	-4.5%	-8%	7%	CCOC(=O)c1nc2ccccc2s1
7%	2	-0.29	0.43	-0.55	-8%	-2%	-3%	8%	-4.7%	-8%	-6%	Cc1cccc(/C(N)=N/OC(=O)COc2ccccc2Cl)c1
2%	-0.22	-0.26	0.099	1.2	3%	4%	4%	5%	-4.8%	-3%	9%	CCOc1ccc(C2CC(c3ccccc3)Nc3nc(N)nn32)cc1 (stereo unspecified)
21%	0.26	-0.25	0.12	0.63	-2%	-5%	-8%	7%	-11%	2%	4%	Cc1ccc(/C=N/NC(=O)c2ccoc2C)s1
-12%	-0.23	-0.12	-0.12	-1.1	-2%	-8%	-14%	14%	-6.2%	-18%	11%	N#Cc1cnn2c3c(cnc12)C(=O)N1CCc2ccccc2C1C3 (stereo unspecified)
-8%	-0.29	-0.22	-0.67	0.67	10%	16%	19%	4%	-1.4%	-5%	0%	N#CCC(=N)N1CCN(c2ccccc2Cl)CC1
-1%	-0.21	-0.33	-0.41	-0.32	12%	10%	10%	4%	-6.4%	-6%	-3%	CCC(c1nnnn1Cc1ccc2c(c1)OCO2)N1CCN(CC)CC1 (stereo unspecified)
6%	-0.33	-0.093	-0.29	0.62	-8%	-14%	18%	23%	-2.8%	-7%	10%	COc1ccc(N2CC(C(=O)N/N=C/c3cc([N+](=O)[O-])ccc3O)CC2=O)cc1 (stereo unspecified)
13%	0.15	-0.15	0.27	0.54	46%	25%	6%	19%	-6.9%	1%	43%	Cc1ccc(-c2nc3ncccn3c2Nc2ccc3c(c2)OCO3)o1
-5%	-0.62	-0.24	-0.45	0.052	0%	6%	5%	6%	-8.4%	-2%	5%	O=C(COc1ccccc1Cl)NCc1ccco1
11%	1.8	-0.22	1.5	-0.8	1%	-1%	-4%	-1%	-5.2%	-4%	4%	COc1ccc(NC(=O)C2CC(=O)OC2c2ccccc2)cc1 (stereo unspecified)
1%	-0.14	-0.27	0.032	0.66	-2%	14%	6%	0%	-9.7%	0%	10%	COc1ccccc1NC(=O)Cc1csc(NC(=O)c2ccccc2)n1
10%	-0.43	-0.27	-0.19	0.63	0%	26%	22%	-1%	-5.6%	-2%	13%	Clc1ccccc1C1SCC2Nc3ccccc3CN21 (stereo unspecified)
3%	-0.061	-0.29	0.07	0.72	2%	3%	-5%	-1%	-4.9%	-7%	?	O=C(CCCOc1ccc(Cl)cc1Cl)NCc1ccncc1
13%	-1.1	-0.19	-0.46	0.59	4%	4%	6%	-1%	-5.4%	-5%	10%	Cc1ccc(NC(=O)c2ccccn2)cc1S(=O)(=O)N1CCOCC1
7%	0.89	-0.14	0.62	-1.5	0%	nt	nt	0%	nt	3%	4%	CC(C)(C)OC(=O)C(C)(C)Sc1nnc(N)s1
36%	-0.79	-0.18	-0.37	1.2	5%	-9%	-3%	-5%	-4.5%	-6%	-2%	CCc1ccc(NC(=O)CN2C(=O)CSC2=O)cc1
9µM*	-0.48	-0.19	-0.15	-0.14	2%	-5%	0%	0%	0.1%	-4%	-1%	COc1ccc(CC(CC(=O)O)C(=O)Nc2ccc(OC)cc2)cc1 (stereo unspecified)
2%	0.34	-0.16	0.54	-0.37	-1%	-8%	-3%	7%	-8.2%	-3%	1%	Nc1ccc(Nc2ccncc2[N+](=O)[O-])cc1
4%	0.29	-0.37	0.2	-0.56	0%	-1%	5%	13%	-2.7%	-6%	-4%	Nc1nc(-c2ccc(F)cc2)cc(C(F)(F)F)n1
20%	0.059	0.66	-0.32	0.093	-3%	-4%	0%	-5%	-3.6%	4%	30%	N#Cc1ccc(N2Cc3ccccc3/C2=N/C(=O)Nc2ccc(Cl)cc2)cc1
-6%	1.4	-0.12	0.59	-1.2	0%	4%	8%	-2%	-0.5%	-4%	16%	CC(=O)NCCOc1cccc2cccnc12

Profiles, quoted from the list. Order of values: M17LAP inhibition | Dynein transport | Dynein transport cytoplasmic EGFP | Dynein transport nuclear GR-EGFP | Dynein transport cell count | SIAH1 antagonists | human PMI inhibitors | PMI inhibitors | M1AAP inhibition | XIAP antagonists | LYP inhibition | AID2073
CCOc1ccc(C2CC(c3ccccc3)Nc3nc(N)nn32)cc1 (stereo unspecified) reads 2% | -0.22 | -0.26 | 0.099 | 1.2 | 3% | 4% | 4% | 5% | -4.8% | -3% | 9%
CCOC(=O)c1nc2ccccc2s1 reads 8% | 1.3 | -0.45 | 0.4 | -0.85 | 3% | 3% | 3% | -7% | -4.5% | -8% | 7%

Additional compounds follow.
M17LAP inhibition	Dynein transport	Dynein transport cytoplasmic EGFP	Dynein transport nuclear GR-EGFP	Dynein transport cell count	SIAH1 antagonists	human PMI inhibitors	PMI inhibitors	M1AAP inhibition	XIAP antagonists	LYP inhibition	AID2073	SMILES
10%	-0.65	-0.27	-0.99	0.69	-4%	12%	21%	2%	-5.5%	-4%	-9%	CCOC(=O)c1ccc(NC(=O)C(C)NS(=O)(=O)c2ccc(OC)cc2)cc1 (stereo unspecified)
4%	-0.66	-0.21	-0.39	0.43	2%	-16%	-7%	13%	-1.9%	-7%	-13%	S=C1NNC2(NN1)C1CC3CC(C1)CC2C3
-2%	0.16	-0.19	0.49	0.1	13%	nt	nt	6%	nt	-5%	?	C/C(=N\O)C(C)(C)Nc1ccc(Cl)cc1
3%	-0.46	-0.31	-0.34	0.86	-15%	0%	-1%	4%	-4.6%	-2%	-13%	Cc1ccc(C2=NNC(=Nc3ccc(F)cc3)SC2)cc1
4%	-0.21	-0.18	-0.035	0.15	0%	5%	7%	5%	-6.1%	3%	-2%	S=C(NC1CCCCC1)N(CCc1ccccc1)CCc1ccccc1
6%	0.49	-0.21	0.12	0.9	3%	2%	7%	14%	-21%	7%	8%	COc1ccc(OCC(=O)Sc2ccc(C)cc2)cc1
-9%	-0.4	-0.71	-0.28	0.067	16%	nt	nt	-13%	nt	10%	2%	C[C@H](NC(=O)c1[nH]cnc1C(=O)Nc1ccc(CNC(=O)OC(C)(C)C)cc1)C(=O)OC(C)(C)C
2%	0.56	-0.26	0.36	0.071	6%	-3%	8%	2%	2.4%	0%	5%	COc1cc2c(cc1NC(=O)c1cc(-c3ccccn3)nc3ccccc13)oc1ccccc12
0%	-0.76	-0.32	-0.31	1.1	-2%	12%	10%	0%	-1.3%	-7%	2%	OCc1cc(-c2ccc(Cl)c(Cl)c2)on1
0%	1	-0.16	0.14	-0.059	3%	-1%	1%	1%	-5.4%	1%	14%	CC(=O)Nc1ccc(NC(=O)COc2cccc3c2OC(C)(C)C3)cc1
14%	-1.4	1.2	-0.34	0.81	-3%	3%	8%	6%	-6.2%	-2%	-2%	CCc1ccc(NC(=O)CCn2cccc2)cc1
4%	-0.51	-0.29	-0.23	0.53	-4%	-5%	-16%	6%	1.3%	-6%	-8%	O=C(CCCc1nc2ccccc2s1)Nc1ccccc1

Six structures out of the list, sorted by count of non-hydrogen atoms, low to high.
M17LAP inhibition	Dynein transport	Dynein transport cytoplasmic EGFP	Dynein transport nuclear GR-EGFP	Dynein transport cell count	SIAH1 antagonists	human PMI inhibitors	PMI inhibitors	M1AAP inhibition	XIAP antagonists	LYP inhibition	AID2073	SMILES
0%	-0.76	-0.32	-0.31	1.1	-2%	12%	10%	0%	-1.3%	-7%	2%	OCc1cc(-c2ccc(Cl)c(Cl)c2)on1
14%	-1.4	1.2	-0.34	0.81	-3%	3%	8%	6%	-6.2%	-2%	-2%	CCc1ccc(NC(=O)CCn2cccc2)cc1
6%	0.49	-0.21	0.12	0.9	3%	2%	7%	14%	-21%	7%	8%	COc1ccc(OCC(=O)Sc2ccc(C)cc2)cc1
4%	-0.51	-0.29	-0.23	0.53	-4%	-5%	-16%	6%	1.3%	-6%	-8%	O=C(CCCc1nc2ccccc2s1)Nc1ccccc1
4%	-0.21	-0.18	-0.035	0.15	0%	5%	7%	5%	-6.1%	3%	-2%	S=C(NC1CCCCC1)N(CCc1ccccc1)CCc1ccccc1
-9%	-0.4	-0.71	-0.28	0.067	16%	nt	nt	-13%	nt	10%	2%	C[C@H](NC(=O)c1[nH]cnc1C(=O)Nc1ccc(CNC(=O)OC(C)(C)C)cc1)C(=O)OC(C)(C)C

Assay outcomes: PubChem, several laboratories
